Assay outcomes as filed in PubChem BioAssay.
RXFP1 agonist = RXFP1 (human) receptor agonism; Q9HBX9; HEK293T-RXFP1 cAMP TR-FRET, 30 min; response scale: percent of porcine relaxin response, buffer zero; Potency, µM (doses to about 57.5 µM), for inactives: at the top dose activation, most hits filed as activators; hit rate 0.3% among 370,000; AID 2676; active = well fitted activation curve with a large enough effect; inconclusive = small, poorly fitted or top-dose-only effect; also: potency is read from the fitted curve at half-maximal effect; % is scaled to controls: 0 for no effect and ±100 for the full control effect; nearly all actives have a fitted effect of over 60% in size; many of its hits are not listed in these tables
Target sequence (Q9HBX9 whole entry, looked up): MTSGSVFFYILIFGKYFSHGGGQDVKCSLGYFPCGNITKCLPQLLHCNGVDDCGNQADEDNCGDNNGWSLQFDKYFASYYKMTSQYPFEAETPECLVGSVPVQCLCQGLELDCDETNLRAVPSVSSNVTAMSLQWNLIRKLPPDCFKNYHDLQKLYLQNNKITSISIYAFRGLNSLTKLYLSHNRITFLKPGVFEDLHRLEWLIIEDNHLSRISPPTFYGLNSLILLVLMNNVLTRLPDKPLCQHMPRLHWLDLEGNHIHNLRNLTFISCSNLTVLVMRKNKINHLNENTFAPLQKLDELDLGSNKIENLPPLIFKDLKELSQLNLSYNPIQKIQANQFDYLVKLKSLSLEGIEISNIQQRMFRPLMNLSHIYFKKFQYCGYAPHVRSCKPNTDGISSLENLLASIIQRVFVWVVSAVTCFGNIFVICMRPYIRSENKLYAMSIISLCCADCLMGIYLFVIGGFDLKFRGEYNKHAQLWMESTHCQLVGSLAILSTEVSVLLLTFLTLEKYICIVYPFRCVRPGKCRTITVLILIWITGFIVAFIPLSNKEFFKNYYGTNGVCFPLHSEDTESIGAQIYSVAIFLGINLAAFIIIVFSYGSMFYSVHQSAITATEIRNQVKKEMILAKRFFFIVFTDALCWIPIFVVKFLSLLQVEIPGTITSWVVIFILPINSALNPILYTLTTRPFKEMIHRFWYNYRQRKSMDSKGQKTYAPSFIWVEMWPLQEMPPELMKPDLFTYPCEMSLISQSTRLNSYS
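Agonist response is measured as cAMP accumulation in an RXFP1-transfected HEK293T line under PDE4 inhibition. Values are scaled between buffer-only and 29 nM porcine relaxin, and EC50s come from standard Hill equation fits.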
D2 potentiator = D2 dopamine receptor (human) potentiation; HEK293 T-REx D2, calcium flux, EC20 dopamine potentiation; potentiation, % at 10 µM; P14416; hit rate 0.34% among 340,000;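 active = potentiation over 3 SD above the plate norm, cut at about 30% in these data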; also: 0% is about no effect
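Tetracycline-induced Hek293 Trex D2 cells, force-coupled to calcium, loaded with no-wash calcium dye. Compound added with 180 s kinetic read for agonism, then EC20 dopamine and a further 180 s read for potentiation.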
D1 ag = activates the human D1 dopamine receptor; P21728; HEK293 T-REx D1 cells, calcium flux, agonist mode; activation, % at 2 µM; hit rate 1% among 360,000; in the data active = activation above about 30%; also: 0% is about no effect
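Inducible HEK293 T-REx D1 cells, force-coupled to calcium signalling, were plated at 4000 cells/well with tetracycline and held overnight at 30 C. After no-wash calcium dye loading, compound-evoked calcium rise over 180 s flagged agonists.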
D2 antag = D2 dopamine receptor (human) antagonism; P14416; HEK293 TREx D2 cells, calcium flux, dopamine EC80; inhibition, % at 10 µM; hit rate 2% among 340,000; in the data active = inhibition above about 30%; also: 0% is about no effect
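HEK293 T-REx D2 cells, tet-induced, calcium dye no-wash. Cpd pintool add, 180 s kinetic, then EC80 DA, 180 s kinetic. Ca flux read.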
RXFP1 antag = RXFP1 (human) relaxin receptor antagonism; HEK293-RXFP1, relaxin-stimulated cAMP HTRF, 30 min; hits give low values; AID 1259400; hit rate 0.59% among 350,000; activity change, negative = inhibition, % at 57.5 µM;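 active = activity change of -60% or lower, but not beyond a set lower limit; inconclusive = change between -60% and -40%, or beyond the set limit; inactive = change above -40%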; also: % is scaled to controls: 0 for no effect and ±100 for the full control effect
TRHR PAM = allosteric enhancers of human TRH receptor; TRHR cells, fluo-8 calcium fluorescence, EC20 TRH enhancement; enhancement, % at 2 µM; hit rate 0.66% among 360,000; in the data active = enhancement above about 30%; also: 0% is about no effect
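Enhancer read-out: after compound pinning and an initial kinetic agonist-mode read, an EC20 of TRH (10 nM final) was injected and fluo-8 calcium signal (Ex 480/Em 530) followed at 1 s/cycle for 100 cycles in TRHR-expressing cells.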
D1 antagonist = antagonists of human D1 dopamine receptor; AID 504652; hit rate 3.2% among 360,000; activity change, negative = inhibition, % at 10 µM; HEK293 TREx D1 cells, calcium flux, dopamine EC80; hits give low values; in the data active = activity change below about -30%; also: % is scaled to controls: 0 for no effect and ±100 for the full control effect
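Using tetracycline-induced force-coupled D1 Hek293 cells and a calcium dye, signals were followed for 180 s after compound, then for 180 s after EC80 dopamine, to detect inhibitors.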
D2 ag = agonists of human D2 dopamine receptor; P14416; HEK293 T-REx D2 cells, calcium flux agonist mode; activation, % at 2 µM; hit rate 0.53% among 340,000;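 active = activation over 3 SD above normal in the single-dose calcium agonist read, cut at about 30% in these data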; also: 0% is about no effect
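HEK293 Trex D2 cells, tetracycline-induced, o/n 30 C 5% CO2; no-wash Ca dye, RT 30–90 min; 10-cycle baseline, 23 nl cpd added, kinetic Ca read 180 s; agonist hits = positive Ca response.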
D1 PAM = potentiators of human D1 dopamine receptor; P21728; HEK293 TREx D1 cells, calcium flux, dopamine EC20 potentiation; potentiation, % at 10 µM; hit rate 0.036% among 360,000; AID 504651; in the data active = potentiation above about 30%; also: 0% is about no effect
* = called active by the depositor.

Start of the data: the first six records as a preview:
Screening COc1cc2c(cc1OC)CN(C(=O)c1ccc(-c3ccccc3)cc1)CC2 returned RXFP1 agonist -1.5%, D2 potentiator 11, D1 ag 8, D2 antag 8, RXFP1 antag -6, TRHR PAM 1, D1 antagonist -6, D2 ag -0.6 and D1 PAM -1.
For CCOc1ccc(NC(=O)N(Cc2ccc(C)cc2)Cc2ccccn2)cc1 the results were RXFP1 agonist 1.9%, D2 potentiator 5, D1 ag 1, D2 antag -12, RXFP1 antag 6, TRHR PAM 9, D1 antagonist 9, D2 ag -0.3 and D1 PAM 4.
`O=C(O)CCCc1ccc2c(c1)CCc1ccccc1-2` gave RXFP1 agonist 0.9%, D2 potentiator 12, D1 ag 3, D2 antag 0, TRHR PAM 7, D1 antagonist -18, D2 ag 0.4 and D1 PAM -1.
For Cc1ccc(NC(=O)Cn2c(=O)n(CCC(C)C)c(=O)c3cccnc32)cc1C the results were RXFP1 agonist inconclusive, D2 potentiator -4, D1 ag 0, TRHR PAM -4, D1 antagonist 16, D2 ag -0.3 and D1 PAM -6.
`Cc1ccc(S(=O)(=O)NCCc2ccncc2)cc1[N+](=O)[O-]` gave RXFP1 agonist 4.9%, D2 potentiator -4, D1 ag 1, D2 antag -11, RXFP1 antag -5, TRHR PAM 3, D1 antagonist -3, D2 ag 2.4 and D1 PAM -2.
Screening CC1(C)CC(OC(=O)c2ccccc2)CC(C)(C)N1 returned RXFP1 agonist 0.6%, D2 potentiator -12, D1 ag 1, D2 antag -9, RXFP1 antag 16, TRHR PAM 1, D1 antagonist -28, D2 ag 1.5 and D1 PAM -3.

Results, from the first entry:
Screening COc1cc2c(cc1OC)CN(C(=O)c1ccc(-c3ccccc3)cc1)CC2 returned RXFP1 agonist -1.5%, D2 potentiator 11, D1 ag 8, D2 antag 8, RXFP1 antag -6, TRHR PAM 1, D1 antagonist -6, D2 ag -0.6 and D1 PAM -1.
For CCOc1ccc(NC(=O)N(Cc2ccc(C)cc2)Cc2ccccn2)cc1 the results were RXFP1 agonist 1.9%, D2 potentiator 5, D1 ag 1, D2 antag -12, RXFP1 antag 6, TRHR PAM 9, D1 antagonist 9, D2 ag -0.3 and D1 PAM 4.
`O=C(O)CCCc1ccc2c(c1)CCc1ccccc1-2` gave RXFP1 agonist 0.9%, D2 potentiator 12, D1 ag 3, D2 antag 0, TRHR PAM 7, D1 antagonist -18, D2 ag 0.4 and D1 PAM -1.
For Cc1ccc(NC(=O)Cn2c(=O)n(CCC(C)C)c(=O)c3cccnc32)cc1C the results were RXFP1 agonist inconclusive, D2 potentiator -4, D1 ag 0, TRHR PAM -4, D1 antagonist 16, D2 ag -0.3 and D1 PAM -6.
`Cc1ccc(S(=O)(=O)NCCc2ccncc2)cc1[N+](=O)[O-]` gave RXFP1 agonist 4.9%, D2 potentiator -4, D1 ag 1, D2 antag -11, RXFP1 antag -5, TRHR PAM 3, D1 antagonist -3, D2 ag 2.4 and D1 PAM -2.
Screening CC1(C)CC(OC(=O)c2ccccc2)CC(C)(C)N1 returned RXFP1 agonist 0.6%, D2 potentiator -12, D1 ag 1, D2 antag -9, RXFP1 antag 16, TRHR PAM 1, D1 antagonist -28, D2 ag 1.5 and D1 PAM -3.
For CNS(=O)(=O)c1cc(NC(=O)CCCNC(=O)c2ccc(Cl)cc2)ccc1C the results were RXFP1 agonist -1.8%, D2 potentiator -10, D1 ag 4, D2 antag 11, RXFP1 antag -6, TRHR PAM -1, D1 antagonist -4, D2 ag -1.0 and D1 PAM -8.
For O=C(CSc1nnc(-c2ccccc2O)o1)N1CCc2ccccc2C1 the results were RXFP1 agonist -1.1%, D2 potentiator 6, D1 ag 7, D2 antag 11, RXFP1 antag 16, TRHR PAM -4, D1 antagonist 12, D2 ag -1.1 and D1 PAM 3.
`Cc1nc(Sc2nnnn2C)c2c3c(sc2n1)CCC3` gave RXFP1 agonist 3.2%, D2 potentiator -3, D1 ag 1, D2 antag -9, RXFP1 antag -2, TRHR PAM -4, D1 antagonist 8, D2 ag 0.2 and D1 PAM -6.
Screening CC(=O)N1c2ccccc2NC2=C(C(=O)CCC2)C1c1ccc(F)cc1 (configuration not stated) returned RXFP1 agonist -2.0%, D2 potentiator -5, D1 ag 6, D2 antag -1, RXFP1 antag 19, TRHR PAM 5, D1 antagonist -3, D2 ag 1.0 and D1 PAM -7.
CC(=O)N1CCOCCOCCOCC1 was read as RXFP1 agonist -0.1%, D2 potentiator -3, D1 ag 3, D2 antag -5, RXFP1 antag -11, TRHR PAM -9, D1 antagonist -21, D2 ag 0.6 and D1 PAM -1.
Screening c1ccc(N2CC3CCc4ccccc4C3=N2)cc1 (configuration not stated) returned RXFP1 agonist 19%, D2 potentiator 0, D1 ag 0, D2 antag 1, RXFP1 antag 5, TRHR PAM -3, D1 antagonist -9, D2 ag -0.5 and D1 PAM -2.
`COc1ccc(N(CC(=O)NC2CC3CCC2C3)S(=O)(=O)c2ccc(C)cc2)cc1` (configuration not stated) gave RXFP1 agonist 1.7%, D2 potentiator 1, D1 ag 3, D2 antag 12, RXFP1 antag -13, TRHR PAM -2, D1 antagonist 3, D2 ag 0.3 and D1 PAM 0.
`COc1ccc(N(CC(=O)N2CCc3ccccc32)S(=O)(=O)c2c(C)noc2C)cc1` gave RXFP1 agonist 0.7%, D2 potentiator 10, D1 ag 2, D2 antag -4, RXFP1 antag 1, TRHR PAM -8, D1 antagonist -19, D2 ag 0.2 and D1 PAM -6.
For COc1ccc(NC(=S)N2CCN(Cc3ccco3)CC2)c(OC)c1 the results were RXFP1 agonist -0.2%, D2 potentiator -10, D1 ag 3, D2 antag 7, RXFP1 antag -5, TRHR PAM -5, D1 antagonist -7, D2 ag 0.6 and D1 PAM -5.
CC(C)Cn1c(N)c(S(=O)(=O)c2cccs2)c2nc3ccccc3nc21 was read as RXFP1 agonist 4.1%, D2 potentiator -1, D1 ag 2, D2 antag -9, RXFP1 antag 0, TRHR PAM -2, D1 antagonist -20, D2 ag -1.8 and D1 PAM 3.
For COc1ccc(C(C)=O)cc1CN1C(=O)NC(c2ccccc2)(c2ccccc2)C1=O the results were RXFP1 agonist -3.6%, D2 potentiator 2, D1 ag 12, D2 antag -2, RXFP1 antag 2, TRHR PAM -4, D1 antagonist 7, D2 ag 0.1 and D1 PAM 0.
`Cc1ccc(CN2C(=O)N/C(=C/c3ccc4c(c3)n(C)c(=O)n4C)C2=O)cc1` gave RXFP1 agonist 6.9%, D2 potentiator 19, D1 ag -1, D2 antag -2, TRHR PAM 2, D1 antagonist 8, D2 ag -0.4 and D1 PAM -8.
For COc1cc(/C=C2\NC(=S)NC2=O)ccc1OCc1cccc(C(=O)O)c1 the results were RXFP1 agonist -0.2%, D2 potentiator -13, D1 ag 2, D2 antag -10, RXFP1 antag 4, TRHR PAM -5, D1 antagonist -26, D2 ag -1.0 and D1 PAM -1.
`O=S(=O)(NCc1ccco1)N1CCCCCC1` gave RXFP1 agonist 0.4%, D1 ag 3, D2 antag -15, RXFP1 antag 1, TRHR PAM -1, D1 antagonist 7, D2 ag 4.0 and D1 PAM -4.
For O=C(OCc1nc2ccccc2[nH]1)C1CCCCC1 the results were RXFP1 agonist 4.8%, D2 potentiator -17, D1 ag 2, D2 antag 5, RXFP1 antag 0, TRHR PAM -2, D1 antagonist 6, D2 ag 42* and D1 PAM 1.
`O=C(O)c1cc(S(=O)(=O)N2CCN(C(=O)c3ccco3)CC2)c(Cl)cc1Cl` gave RXFP1 agonist -1.3%, D2 potentiator 3, D1 ag 7, D2 antag -1, RXFP1 antag -8, TRHR PAM -4, D1 antagonist -9 and D2 ag 1.2.
For O=S(=O)(c1ccc(Cl)cc1)N1CCN(c2nc(-c3ccc(F)cc3)nc3cc(Cl)ccc23)CC1 the results were D1 ag 1, TRHR PAM -2, D1 antagonist 5 and D1 PAM 5.
`CCN1C(=O)C2(/C(=C(\O)c3ccc4c(c3)OCCO4)C(=O)C(=O)N2CCCOC)c2ccccc21` (configuration not stated) gave RXFP1 agonist 11%, D2 potentiator 1, D1 ag 1, D2 antag 10, RXFP1 antag 8, TRHR PAM 0, D1 antagonist 2, D2 ag -0.1 and D1 PAM 0.
Screening CC(C)OC(=O)c1nnc(-c2ccccc2)nc1OC(C)C returned RXFP1 agonist -0.9%, D2 potentiator -5, D1 ag 4, D2 antag -23, RXFP1 antag -10, TRHR PAM -3, D1 antagonist 4, D2 ag -1.4 and D1 PAM -5.
Cc1[nH]n(C(N)=S)c(=O)c1C(c1ccccc1)C(C#N)C#N (configuration not stated) was read as RXFP1 agonist 0.4%, D1 ag 3, D2 antag -13, RXFP1 antag -8, TRHR PAM -2, D1 antagonist 1, D2 ag 0.9 and D1 PAM 0.
For CC(O)[C@H]1CNCCN1CCc1cccc(F)c1 (some centres not stated) the results were RXFP1 agonist -0.1%, D2 potentiator -8, D1 ag 1, D2 antag -1, TRHR PAM -2, D1 antagonist 2, D2 ag 0.5 and D1 PAM -2.
For CN(CCN1CCc2ccccc2C1)Cc1nc(-c2ccc3c(c2)OCO3)no1 the results were RXFP1 agonist 1.0%, D2 potentiator -22, D1 ag 5, D2 antag 44*, RXFP1 antag -5, TRHR PAM 6, D1 antagonist -26, D2 ag 0.2 and D1 PAM -7.
`Cc1cccc(C)c1-n1c(C)cc(/C=N\NC(=O)CC(=O)NC2CCCCC2)c1C` gave RXFP1 agonist 1.2%, D2 potentiator -10, D1 ag 3, D2 antag 0, RXFP1 antag 2, TRHR PAM 0, D1 antagonist -3, D2 ag -1.3 and D1 PAM 5.
For COc1ccccc1C(=O)N1CCC(c2c[nH]c3ccccc23)(c2c[nH]c3ccccc23)CC1 the results were RXFP1 agonist 2.1%, D2 potentiator 4, D1 ag 1, TRHR PAM -5, D1 antagonist 12, D2 ag 0.2 and D1 PAM -3.
For Cc1ccc(C)c2c1[nH]c1ccc([N+](=O)[O-])cc12 the results were RXFP1 agonist 1.1%, D2 potentiator 16, D1 ag -3, D2 antag -3, RXFP1 antag 8, TRHR PAM 0, D1 antagonist 16, D2 ag -0.2 and D1 PAM -3.
Screening COc1ccc(C)cc1NC(=O)NCCn1nnc2cc(S(=O)(=O)N(C)C)ccc21 returned RXFP1 agonist -1.3%, D2 potentiator -6, D1 ag 1, TRHR PAM -8, D1 antagonist 11, D2 ag -0.3 and D1 PAM 0.
For O=C(CCS(=O)(=O)c1ccc(F)cc1)Nc1nnc(-c2ccco2)o1 the results were RXFP1 agonist -0.1%, D2 potentiator -3, D1 ag 1, D2 antag 0, RXFP1 antag 1, TRHR PAM 1, D1 antagonist -4, D2 ag 0.6 and D1 PAM -7.

Some of the compounds tested. The share of hits here may be higher or lower than overall.
